Compound activity deposited in PubChem BioAssay by several laboratories.
PABP1 MLLE inh – blocks PAM2 peptide binding to the PABP1 MLLE domain; P11940; GST-MLLE / FITC-PAM2 fluorescence polarization; inhibition, % at 20 µM; 0.36% of 360,000 active; AID 588489; in the data active = inhibition above about 35%, passing the limit was not always enough;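 note: plate controls were DMSO wells with GST-MLLE for no effect and wells lacking GST-MLLE protein for full effect; some results filed as inactive read as strong as hits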
Rin1-Abl PPI inh – blocks binding of human Rin1 to Abl. P00519+Q13671. TR-FRET Rin1/Abl binding, biochemical. inhibition, % at 7.35 µM. 0.4% of 360,000 active; in the data active = inhibition above about 5%, passing the limit was not always enough
Target sequence (P00519 whole entry, looked up): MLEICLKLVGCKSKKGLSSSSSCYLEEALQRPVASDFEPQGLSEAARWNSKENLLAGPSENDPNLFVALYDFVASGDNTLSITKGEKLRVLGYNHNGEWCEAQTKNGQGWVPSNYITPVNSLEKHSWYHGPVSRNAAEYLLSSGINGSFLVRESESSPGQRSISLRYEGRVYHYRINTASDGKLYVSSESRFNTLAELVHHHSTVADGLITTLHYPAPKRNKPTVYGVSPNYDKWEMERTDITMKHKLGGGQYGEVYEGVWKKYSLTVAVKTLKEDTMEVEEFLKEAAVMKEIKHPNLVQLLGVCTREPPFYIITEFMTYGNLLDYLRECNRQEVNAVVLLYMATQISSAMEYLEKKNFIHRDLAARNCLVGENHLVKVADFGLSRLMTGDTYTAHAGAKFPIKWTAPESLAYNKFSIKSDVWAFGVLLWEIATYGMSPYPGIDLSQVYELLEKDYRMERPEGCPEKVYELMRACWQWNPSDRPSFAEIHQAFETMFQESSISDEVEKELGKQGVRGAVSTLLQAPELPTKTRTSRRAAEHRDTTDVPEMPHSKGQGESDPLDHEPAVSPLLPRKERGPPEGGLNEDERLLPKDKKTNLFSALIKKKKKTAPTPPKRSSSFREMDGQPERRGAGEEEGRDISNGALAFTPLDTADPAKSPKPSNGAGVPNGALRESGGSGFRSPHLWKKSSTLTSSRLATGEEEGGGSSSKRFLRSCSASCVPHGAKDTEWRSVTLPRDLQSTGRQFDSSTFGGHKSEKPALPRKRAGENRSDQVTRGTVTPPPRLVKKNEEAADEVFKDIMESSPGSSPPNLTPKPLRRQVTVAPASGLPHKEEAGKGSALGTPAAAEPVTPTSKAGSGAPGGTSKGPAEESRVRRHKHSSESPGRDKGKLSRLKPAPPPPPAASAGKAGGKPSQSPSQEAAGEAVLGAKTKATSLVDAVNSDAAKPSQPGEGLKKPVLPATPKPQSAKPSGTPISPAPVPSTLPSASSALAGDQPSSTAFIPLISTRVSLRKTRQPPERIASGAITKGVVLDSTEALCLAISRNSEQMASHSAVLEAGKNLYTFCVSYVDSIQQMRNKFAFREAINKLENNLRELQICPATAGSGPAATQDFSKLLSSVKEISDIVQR
Target sequence (Q13671 whole entry, looked up): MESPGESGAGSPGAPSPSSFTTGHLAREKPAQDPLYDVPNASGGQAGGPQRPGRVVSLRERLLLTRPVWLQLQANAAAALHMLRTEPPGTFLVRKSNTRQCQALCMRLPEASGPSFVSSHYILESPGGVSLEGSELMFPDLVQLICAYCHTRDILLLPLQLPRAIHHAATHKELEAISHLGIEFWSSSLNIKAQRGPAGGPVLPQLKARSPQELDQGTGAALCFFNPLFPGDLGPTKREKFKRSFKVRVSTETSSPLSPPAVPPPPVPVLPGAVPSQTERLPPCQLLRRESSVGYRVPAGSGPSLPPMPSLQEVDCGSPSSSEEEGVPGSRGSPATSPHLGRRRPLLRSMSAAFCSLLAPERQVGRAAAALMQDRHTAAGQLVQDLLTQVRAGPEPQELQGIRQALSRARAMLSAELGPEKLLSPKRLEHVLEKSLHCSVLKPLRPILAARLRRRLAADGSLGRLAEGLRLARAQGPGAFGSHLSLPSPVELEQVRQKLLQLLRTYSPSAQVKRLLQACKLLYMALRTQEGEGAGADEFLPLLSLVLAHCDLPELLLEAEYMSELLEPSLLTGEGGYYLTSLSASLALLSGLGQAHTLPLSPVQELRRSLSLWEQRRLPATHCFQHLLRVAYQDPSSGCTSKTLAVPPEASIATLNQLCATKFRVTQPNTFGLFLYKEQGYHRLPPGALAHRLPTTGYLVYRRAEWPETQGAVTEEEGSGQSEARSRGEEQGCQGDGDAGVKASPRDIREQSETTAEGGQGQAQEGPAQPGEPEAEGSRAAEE
NadD block – blocks S. aureus nicotinate mononucleotide adenylyltransferase | purified NadD enzyme, colorimetric absorbance read-out | inhibition, % at 20 µM | 0.78% of 360,000 active | AID 602399; in the data active = inhibition above about 26%; note: some compounds past the cut are filed as inactive
Rpn11 inh – blocks the human proteasome subunit Rpn11; O00487; human 26S proteasome, Ub4-pepOG fluorescence polarization; 20S core pre-blocked with epoxomicin; calls only at 20 µM; 0.59% of 360,000 active;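 active = inhibition at 20 µM, scaled to each plate's controls, above about 33%, limit read from the data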
SKN-1 inh – blocks SKN-1 activity in C. elegans; C. elegans VP596 Pgst-4::GFP/RFP ratio, acrylamide-induced, 24 h; inhibition, % at 21.8 µM; 0.49% of 360,000 active; AID 624304;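 active = interference check ratio from 0.5 to 1.5 plus GFP to RFP signal ratio inhibition reaching or exceeding a fixed threshold, cut at about 30% in these data, passing the limit was not always enough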; note: some compounds called inactive have numbers as strong as hits
MT1-MMP act inh – blocks activation of human MT1-MMP | P50281 | HT1080 RFP-PRO-GFP cells, GFP/RFP ratio fluorescence, overnight; percent of plate control window, DMSO zero | GFP/RFP ratio change, % at 20 µM | 0.061% of 360,000 active;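 active = GFP/RFP ratio change of at least 30% with cell ATP level not reduced by more than half and red fluorescence within 50% of control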; note: strong numbers were not always called active
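Material: RFP-PRO-GFP reporter HT1080 cells. Dosing: single-point 20 µM compound, 1% DMSO. Controls: DMSO and RFP-L50D-GFP cell wells. Timing: cells overnight before dosing, compound overnight, 37 °C, 5% CO2. Measure: GFP/RFP fluorescence ratio.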
CSN deneddyl inh – CSN deneddylation inhibition; Purified CSN, SCF-Nedd8-OG deneddylation, fluorescence polarization; Q92905; 0.38% of 360,000 active; inhibition, % at 12.5 µM;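 active = pattern-corrected inhibition above about 35%, with an unprinted fluorescence ratio check between 0.5 and 1.5, limit read from the data, passing the limit was not always enough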;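 note: 0% = enzyme with substrate and 100% = substrate without enzyme; some results filed as inactive read as strong as hits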
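test system = HEK293T-derived human Csn5 enzyme | amount = 0.24 nM Csn5 enzyme, final concentration | medium = Tris/NaCl/DTT buffer, pH 7.5 | schedule = 90 min reaction at room temperature | signal = FP | evaluation = inhibition of Csn5 cleavage, % | compound dosing = single dose of 12.5 µM compound with 0.25% DMSO | probe or stimulus = 10 nM SCFSkp2-Nedd8OG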
FAS TE block – FAS thioesterase (human) inhibition; P49327; inhibition, % at 15 µM; 0.67% of 360,000 active; recombinant FAS-TE, OMFH fluorogenic substrate, fluorescence endpoint;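 active = compounds whose normalised, plate-corrected inhibition of enzyme fluorescence in the single-dose primary screen is 50% or more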;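 note: 0% = DMSO with enzyme and 100% = substrate without enzyme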
Neddylation inh – cullin neddylation inhibition. P61081+Q13564. TR-FRET cullin neddylation, biochemical. calls only at 25 µM. 0.58% of 360,000 active. AID 651699; in the data active = inhibition above about 36%
* hit, by the source's call; i = inactive; nt = not tested or not shown.

| Structure | Rin1-Abl PPI inh | NadD block | Neddylation inh | CSN deneddyl inh | MT1-MMP act inh | FAS TE block | PABP1 MLLE inh | Rpn11 inh | SKN-1 inh |
| --- | --- | --- | --- | --- | --- | --- | --- | --- | --- |
| COc1cc(C=NNc2ccc(S(=O)(=O)Nc3ccccc3C(=O)O)cc2[N+](=O)[O-])ccc1O | 2.0 | 12.7 | i | -3.2 | 24.2 | 11.6 | 6.1 | i | -8.0 |
| Cc1cc(N2CCCC2=O)cc(C)c1S(=O)(=O)NCCOc1ccccc1 | 3.0 | 0.5 | i | 0.0 | 0.1 | -1.3 | -6.0 | i | 0.1 |
| C=CCN1C(=O)C(O)(CC(=O)c2ccc(N)cc2)c2ccccc21 (stereo not drawn) | 0.2 | -3.5 | i | -0.1 | 2.4 | -7.5 | -15.9 | i | -7.0 |
| O=C(CSCc1ccc(Cl)cc1)N/N=C/c1ccc(Cl)cc1Cl | -0.2 | -5.2 | i | -2.0 | 0.6 | 16.0 | 12.1 | i | -23.6 |
| O=C(O)c1cc(S(=O)(=O)N2CCN(S(=O)(=O)c3ccc4ccccc4c3)CC2)ccc1Br | 0.2 | 6.6 | i | 5.9 | 1.2 | 13.9 | 6.5 | i | -5.8 |
| COC(=O)c1ccc(Oc2c(Cl)cccc2[N+](=O)[O-])cc1 | -0.8 | 2.4 | i | -1.8 | 0.6 | 7.4 | 8.6 | i | 13.6 |
| COc1ccc(CCNC(=O)c2cccc(NC3=NC4CS(=O)(=O)CC4S3)c2)c(OC)c1 (stereo not drawn) | 0.5 | -1.1 | i | -4.2 | -0.6 | -4.6 | -77.5 | i | 8.3 |
| CC1CCCCC1NC(=O)C1CCC(CNS(=O)(=O)c2ccc3c(c2)C(C)(C)C(=O)N3C)CC1 (stereo not drawn) | -0.4 | 0.4 | i | 0.1 | 4.8 | -10.7 | 1.1 | i | -5.0 |
| Cc1ccc(C2c3c(oc4ccccc4c3=O)C(=O)N2c2nnc(C(C)C)s2)o1 (stereo not drawn) | -1.8 | 8.1 | i | -4.2 | 1.1 | -5.1 | 9.4 | i | 12.8 |
| COCCOC(=O)c1c(C)n(C)c2ccc(OC(=O)c3ccco3)cc12 | -3.0 | -10.3 | i | 1.0 | 2.1 | 4.8 | 5.5 | i | -0.7 |
| CSCCc1nc(SCC(=O)Nc2nnc(C)s2)[nH]c1C | -1.9 | -3.1 | i | -3.2 | -1.0 | -6.7 | 9.2 | i | -1.3 |
| CNC(=O)COC(=O)CCC(=O)c1cccs1 | 1.9 | -8.8 | i | 4.1 | -6.6 | -7.4 | 10.1 | i | -6.0 |
| CC1CCC2(CC1)SCC(=O)N2c1ccccc1 (stereo not drawn) | -3.0 | 6.2 | i | -4.7 | 4.8 | -5.5 | 0.2 | i | -19.6 |
| O=C(Cc1ccc(-n2c(=O)[nH]c3ccccc3c2=O)cc1)N1CCN(c2cccc(Cl)c2)CC1 | -6.1 | 6.9 | i | -2.3 | 2.8 | -7.0 | 14.1 | i | -6.5 |
| CCN(C[C@H]1N[C@@](C)(C(=O)OC)[C@H]2C(=O)N(Cc3ccccc3)C(=O)[C@@H]12)S(=O)(=O)c1ccccc1 | -3.3 | 0.9 | i | -0.6 | 1.7 | -2.4 | 9.3 | i | -0.9 |
| NS(=O)(=O)c1ccc(-n2nc(C(=O)O)cc2-c2ccc(Cl)cc2)cc1 | 3.9 | 1.7 | i | -2.5 | -0.7 | -4.6 | -8.4 | i | 1.0 |
| O=C(c1ccc(Br)o1)N1CCN=C1SCc1cccnc1 | 0.5 | 4.6 | i | 9.9 | 1.8 | -4.5 | 30.2 | i | -8.5 |
| CC1=CC2=NC(=O)/C(=C/c3cccs3)C(=N)N2O1 | -3.0 | -7.1 | i | 3.6 | -0.5 | -1.6 | -4.2 | i | 5.8 |
| CCCN(CCC)C(=O)c1c(C)[nH]c(C(=O)OCC)c1C | 1.8 | 1.7 | i | 1.7 | 3.2 | -2.1 | -10.1 | i | -4.6 |
| COC(=O)[C@@]1(Cc2ccc(F)cc2)[C@H]2c3cc(C(=O)N4CCCC4)n(C)c3C[C@H]2CN1C(=O)c1ccccc1 | nt | -7.0 | i | -1.1 | 2.5 | 2.6 | nt | nt | -1.8 |
| CCOc1ccccc1NC(=O)c1ccccc1-c1ccccc1 | -0.9 | -9.6 | i | -2.8 | 1.9 | 20.1 | 5.7 | i | 20.7 |
| CC(C)c1nnc(NC(=O)CCC(=O)Nc2ccccc2)s1 | -1.8 | -2.4 | i | -1.9 | 3.7 | -3.8 | 4.2 | i | 1.1 |
| COc1ccc(C2=NOC(C3(S(=O)(=O)c4ccccc4)CC(O)C3)C2)cc1 (stereo not drawn) | -2.5 | -2.6 | i | 5.0 | 3.1 | -10.9 | 14.5 | i | 2.1 |
| COC(=O)C(Nc1ccccc1Cl)(c1cc(C)c(O)c(C)c1)C(F)(F)F (stereo not drawn) | -1.6 | -8.7 | i | 0.3 | -9.2 | 29.9 | 14.3 | i | -11.1 |
| O=C(NCCCN1CCOCC1)c1sc2cc(Cl)ccc2c1Cl | 0.7 | -4.6 | i | 1.6 | 2.7 | -4.3 | 18.5 | i | -8.5 |
| CCOC(=O)C1Nc2ccc(Br)cc2C2C=CCC12 (stereo not drawn) | 2.9 | 27.2 | i | 4.2 | -0.1 | 14.9 | 2.5 | i | 4.3 |
| CC(=O)NC1(c2cccc(F)c2)CCN(CC(=O)NC(C)C)CC1 | -1.6 | -2.5 | i | 0.4 | 3.3 | -2.8 | -2.3 | i | -1.9 |
| O=C1c2ccccc2C2(c3ccccc3)NCCCN12 (stereo not drawn) | -1.7 | -7.9 | i | 3.6 | -1.3 | -7.7 | 0.6 | i | -3.0 |
| C=CCNC(=O)COC(=O)c1cc(S(=O)(=O)N2CCCCC2)ccc1Cl | 6.9 | -4.8 | i | -0.8 | -1.1 | -3.9 | 19.6 | i | -0.5 |
| Cc1cc(C(=O)NCCc2ccccc2)ccc1[N+](=O)[O-] | -1.4 | -3.5 | i | 7.7 | 2.9 | 12.5 | 4.2 | i | 20.5 |
| CCOC(=O)c1ccc(NC(=O)CCS(=O)(=O)c2ccc(Br)s2)cc1 | 2.6 | 0.2 | i | 0.8 | 4.5 | 4.9 | 0.8 | i | 17.9 |
| O=C1OCC2=C1C(c1ccc(F)cc1)c1cc3c(cc1N2)OCCO3 (stereo not drawn) | -7.4 | 5.8 | nt | 0.2 | 10.3 | 26.1 | -13.6 | i | -1.5 |
| C/C(=N\NC(=O)c1ccncc1)c1ccc(N(C)C)cc1 | 1.9 | -2.1 | i | 3.1 | -0.2 | -4.3 | -9.4 | i | -6.8 |
| O=C(CSc1ncccn1)Nc1ccc2[nH]c(=O)[nH]c2c1 | -1.6 | 0.0 | i | -0.5 | -4.7 | -3.6 | -36.7 | i | 9.1 |
| CCOC(=O)c1ccc(NS(=O)(=O)N2CCCCCC2)cc1 | -1.1 | -2.2 | i | 1.6 | 5.7 | 0.6 | 0.8 | i | -10.9 |
| Cn1nccc1C(=O)N1CCN(c2ccccc2Cl)CC1 | 3.7 | -1.7 | i | 1.8 | -0.5 | -8.1 | -3.7 | i | 8.4 |
| O=C(CCNS(=O)(=O)c1c(Cl)cccc1Cl)OCC(=O)c1ccccc1 | -1.6 | -8.3 | i | -9.1 | -0.7 | -1.0 | -12.9 | i | 4.0 |
| CC1(C)N=C(/C=N/O)C=[N+]1[O-] | -1.7 | -1.6 | i | 0.7 | -1.4 | -0.9 | -3.3 | i | 1.5 |
| CCCC(=O)OC1CC(C)N(C(=O)c2ccccc2)c2ccc(C)cc21 (stereo not drawn) | -0.1 | -2.0 | i | -0.8 | 5.0 | 5.5 | -5.0 | i | 25.1 |
| COCCn1c(SCC(=O)Nc2ccc3c(c2)OCCO3)nnc1C(C)C | 0.6 | -6.1 | i | -1.3 | 1.8 | -2.4 | 1.1 | i | 5.0 |
| Cc1ccc(C(=O)Nn2c(C)nc3ccccc3c2=O)cc1C | -0.6 | -4.1 | i | 2.6 | 1.2 | -6.1 | 2.9 | i | -5.4 |
| O=C(CCNC(=O)C1CCN(S(=O)(=O)c2ccc(F)cc2)CC1)NCc1ccccn1 | -3.7 | 1.4 | i | -5.5 | 4.0 | -5.4 | -0.7 | i | 12.1 |
| Cc1cccc2sc(NC(=O)CSCc3ccccc3)nc12 | 0.7 | -13.2 | i | 5.2 | -7.5 | 26.6 | 1.6 | i | 3.2 |
| Cc1ccc(C(=O)COC(=O)C(C)N2C(=O)C3C4C=CC(C4)C3C2=O)cc1C (stereo not drawn) | 2.2 | -5.4 | i | 1.5 | 1.1 | 3.3 | -9.1 | i | 2.7 |
| CCC(C)Nc1cc(C)nc2ncnn12 (stereo not drawn) | 1.6 | -2.3 | i | 5.5 | -2.2 | -4.0 | 17.5 | i | 7.0 |

As a short view, part of the list above:
| Structure | Rin1-Abl PPI inh | NadD block | Neddylation inh | CSN deneddyl inh | MT1-MMP act inh | FAS TE block | PABP1 MLLE inh | Rpn11 inh | SKN-1 inh |
| --- | --- | --- | --- | --- | --- | --- | --- | --- | --- |
| Cc1ccc(C(=O)COC(=O)C(C)N2C(=O)C3C4C=CC(C4)C3C2=O)cc1C (stereo not drawn) | 2.2 | -5.4 | i | 1.5 | 1.1 | 3.3 | -9.1 | i | 2.7 |
| CCC(C)Nc1cc(C)nc2ncnn12 (stereo not drawn) | 1.6 | -2.3 | i | 5.5 | -2.2 | -4.0 | 17.5 | i | 7.0 |

Going on with the list.
| Structure | Rin1-Abl PPI inh | NadD block | Neddylation inh | CSN deneddyl inh | MT1-MMP act inh | FAS TE block | PABP1 MLLE inh | Rpn11 inh | SKN-1 inh |
| --- | --- | --- | --- | --- | --- | --- | --- | --- | --- |
| Cc1nc2cc(NC(=O)NC(C)(C)C)ccc2n1C | 1.7 | -3.2 | i | 7.8 | 4.8 | -8.2 | -8.1 | i | -15.3 |
| COc1ccc([C@H]2CC(=O)C[C@@H](CCn3cccn3)O2)cc1 | nt | -4.1 | i | -2.1 | 3.1 | -12.4 | nt | nt | 22.4 |
| CCN(CC)S(=O)(=O)c1ccc2[nH]c(=O)cc(C(=O)Nc3ccccc3N3CCOCC3)c2c1 | -4.2 | 9.6 | i | 1.0 | -0.2 | 3.1 | -0.8 | i | 15.8 |
| CCOC(=O)CC1COCCN1Cc1cn[nH]c1-c1cc(OC)c(OC)c(OC)c1 (stereo not drawn) | 0.3 | -6.7 | i | 4.0 | -0.2 | -4.0 | -4.2 | i | -2.5 |
| COc1ccccc1C(=O)NCCN=C1NS(=O)(=O)c2ccccc21 | -2.6 | -4.5 | i | -2.8 | 2.6 | -6.6 | -0.4 | i | 6.1 |
| CCc1ccc(NC(=S)Nc2cccc3cnccc23)cc1 | 0.5 | -2.0 | i | 38.2* | -1.9 | 4.1 | 17.8 | i | 2.6 |
| Cc1ccc(-c2nn(C)c(=O)c3ccccc23)cc1S(=O)(=O)NCCN1CCOCC1 | -2.3 | 0.0 | i | -1.9 | 3.9 | -3.8 | -10.3 | i | -9.0 |
| C#Cc1ccc([C@H]2C=C(C(=O)N3CCN(Cc4ccccc4)CC3)O[C@@H](OCC)[C@@H]2CCCO)cc1 | 1.8 | 0.4 | i | -4.5 | -0.8 | 12.2 | 1.1 | i | 2.8 |
| CCOC(=O)N1CCC(N(C(=O)Nc2ccc(Cl)c(Cl)c2)C(C)CC)CC1 (stereo not drawn) | -0.1 | -4.1 | i | 5.8 | 3.5 | 19.1 | -6.7 | i | 21.9 |
| Brc1ccc(-c2ncc(-c3ccccc3)cn2)cc1 | 1.5 | 6.6 | i | 1.6 | 0.4 | -10.0 | -4.7 | i | 2.8 |
